Assay outcomes deposited in PubChem by University of Kansas High Throughput Screening Laboratory.
mHTT-CaM PPI inh: mHTT-calmodulin interaction abrogation; P42858; 190,000 tested, 3.6% active; AlphaScreen His-mHTT/GST-CaM binding, luminescence; inhibition, % at 15 µM;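 also: 0% = both proteins with DMSO and 100% = one protein alone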
Target sequence (P42858 whole entry, looked up, stated change not applied): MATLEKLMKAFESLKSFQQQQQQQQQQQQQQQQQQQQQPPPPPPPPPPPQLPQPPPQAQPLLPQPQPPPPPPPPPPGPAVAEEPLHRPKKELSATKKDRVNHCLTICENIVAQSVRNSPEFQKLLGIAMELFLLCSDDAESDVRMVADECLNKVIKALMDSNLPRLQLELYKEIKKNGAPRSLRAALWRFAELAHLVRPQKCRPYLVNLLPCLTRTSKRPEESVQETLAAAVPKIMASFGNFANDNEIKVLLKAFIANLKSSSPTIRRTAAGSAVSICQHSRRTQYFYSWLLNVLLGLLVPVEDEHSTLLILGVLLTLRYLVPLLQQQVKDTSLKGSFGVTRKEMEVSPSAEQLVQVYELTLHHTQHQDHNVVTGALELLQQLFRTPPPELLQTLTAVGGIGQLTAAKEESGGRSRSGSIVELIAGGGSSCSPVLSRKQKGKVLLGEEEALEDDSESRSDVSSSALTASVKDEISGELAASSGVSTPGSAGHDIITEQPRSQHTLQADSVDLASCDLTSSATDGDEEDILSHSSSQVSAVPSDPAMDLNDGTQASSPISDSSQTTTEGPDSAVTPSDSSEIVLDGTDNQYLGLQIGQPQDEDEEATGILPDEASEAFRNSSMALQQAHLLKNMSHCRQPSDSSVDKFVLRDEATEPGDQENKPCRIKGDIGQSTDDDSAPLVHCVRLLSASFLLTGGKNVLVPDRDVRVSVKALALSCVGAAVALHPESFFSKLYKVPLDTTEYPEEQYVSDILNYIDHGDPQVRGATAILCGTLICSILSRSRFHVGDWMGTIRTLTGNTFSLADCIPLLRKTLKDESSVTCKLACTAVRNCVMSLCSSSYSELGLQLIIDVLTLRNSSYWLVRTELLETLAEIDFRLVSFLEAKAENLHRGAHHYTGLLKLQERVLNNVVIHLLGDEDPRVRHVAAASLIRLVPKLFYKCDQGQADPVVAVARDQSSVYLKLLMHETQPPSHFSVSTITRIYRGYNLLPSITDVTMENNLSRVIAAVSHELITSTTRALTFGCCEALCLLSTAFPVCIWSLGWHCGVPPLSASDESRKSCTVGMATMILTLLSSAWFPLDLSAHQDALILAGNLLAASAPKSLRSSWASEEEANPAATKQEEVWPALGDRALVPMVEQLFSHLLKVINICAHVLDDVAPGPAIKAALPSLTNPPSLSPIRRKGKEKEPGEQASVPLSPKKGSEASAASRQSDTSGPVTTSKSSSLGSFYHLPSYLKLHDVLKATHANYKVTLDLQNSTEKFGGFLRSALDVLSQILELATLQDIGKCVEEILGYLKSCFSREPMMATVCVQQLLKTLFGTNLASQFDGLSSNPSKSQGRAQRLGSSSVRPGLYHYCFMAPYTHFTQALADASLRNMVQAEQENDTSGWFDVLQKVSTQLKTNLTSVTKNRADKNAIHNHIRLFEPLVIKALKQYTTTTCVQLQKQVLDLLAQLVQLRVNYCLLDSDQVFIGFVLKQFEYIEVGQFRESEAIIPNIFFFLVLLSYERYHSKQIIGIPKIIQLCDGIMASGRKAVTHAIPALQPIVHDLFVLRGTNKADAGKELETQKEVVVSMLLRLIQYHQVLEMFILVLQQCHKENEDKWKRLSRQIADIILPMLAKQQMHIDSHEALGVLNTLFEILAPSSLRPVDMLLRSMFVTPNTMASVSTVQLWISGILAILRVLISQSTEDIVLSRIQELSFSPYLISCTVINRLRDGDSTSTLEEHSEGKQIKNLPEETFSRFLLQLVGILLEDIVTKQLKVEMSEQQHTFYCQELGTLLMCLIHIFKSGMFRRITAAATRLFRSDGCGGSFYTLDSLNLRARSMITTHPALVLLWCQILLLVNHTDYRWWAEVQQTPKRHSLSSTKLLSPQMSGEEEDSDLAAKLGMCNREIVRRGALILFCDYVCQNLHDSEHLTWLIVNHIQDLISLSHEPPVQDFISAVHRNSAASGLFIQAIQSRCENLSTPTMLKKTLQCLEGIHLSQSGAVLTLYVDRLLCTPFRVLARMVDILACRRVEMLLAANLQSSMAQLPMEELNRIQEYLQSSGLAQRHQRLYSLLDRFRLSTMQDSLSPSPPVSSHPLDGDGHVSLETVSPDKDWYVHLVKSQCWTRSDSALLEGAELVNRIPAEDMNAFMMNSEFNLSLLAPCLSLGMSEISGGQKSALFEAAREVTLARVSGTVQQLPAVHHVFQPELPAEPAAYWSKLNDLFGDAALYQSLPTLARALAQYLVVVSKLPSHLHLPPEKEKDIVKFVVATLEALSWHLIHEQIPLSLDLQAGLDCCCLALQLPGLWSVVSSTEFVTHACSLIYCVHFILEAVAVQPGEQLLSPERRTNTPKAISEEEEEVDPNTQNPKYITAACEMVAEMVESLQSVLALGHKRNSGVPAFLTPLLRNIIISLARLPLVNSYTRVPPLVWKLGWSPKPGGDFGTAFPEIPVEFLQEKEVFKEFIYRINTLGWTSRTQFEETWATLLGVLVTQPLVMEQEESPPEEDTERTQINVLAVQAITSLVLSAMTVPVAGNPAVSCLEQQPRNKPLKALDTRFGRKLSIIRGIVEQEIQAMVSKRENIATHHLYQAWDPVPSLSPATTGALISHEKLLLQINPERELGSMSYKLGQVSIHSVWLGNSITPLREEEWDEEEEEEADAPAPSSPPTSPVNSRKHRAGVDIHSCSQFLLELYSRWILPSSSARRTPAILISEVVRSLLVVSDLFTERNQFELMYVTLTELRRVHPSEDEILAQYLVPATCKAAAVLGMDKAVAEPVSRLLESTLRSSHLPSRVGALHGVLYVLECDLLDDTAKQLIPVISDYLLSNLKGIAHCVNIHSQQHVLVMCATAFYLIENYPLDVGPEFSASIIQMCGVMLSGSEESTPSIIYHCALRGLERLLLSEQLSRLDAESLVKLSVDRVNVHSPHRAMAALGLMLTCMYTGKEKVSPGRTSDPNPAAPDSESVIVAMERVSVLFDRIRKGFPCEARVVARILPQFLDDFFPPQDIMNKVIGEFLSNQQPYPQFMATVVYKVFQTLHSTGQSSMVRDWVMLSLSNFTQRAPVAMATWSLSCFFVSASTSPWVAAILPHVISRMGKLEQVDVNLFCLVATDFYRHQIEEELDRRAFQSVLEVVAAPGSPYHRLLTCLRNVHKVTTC
Pf apPOL block: Pf-apPOL DNA polymerase inhibition | Recombinant Pf-apPOL, molecular beacon fluorescence, 1.5 h | inhibition, % at 10 µM | 210,000 tested, 0.25% active | AID 1794808
The depositor's hits bear a star; i = inactive; . = not tested or not shown; & = joins results of further samples. Rule as the data show it: active = inhibition above about 50%; inactive = the rest. Hits appear at their usual frequency. About 3.7% of those tested had a hit in this group.

Value order – mHTT-CaM PPI inh, Pf apPOL block
c1cncc(-c2noc(COC3CCN(Cc4ccco4)CC3)n2)c1
→ -4.8, 0.7
CCc1ccccc1NC(=O)c1ccc(N(Cc2ccccc2Cl)S(C)(=O)=O)cc1
→ -0.8, 2.0
COc1ccc(C(=O)N2CCCC2)cc1I
→ -1.6, -6.6
COc1ccc(-c2nc(C(Cl)(Cl)Cl)nc(C(Cl)(Cl)Cl)n2)cc1
→ 6.0, -2.8
COc1cc(C(=O)NC23CC4CC(CC(C4)C2)C3)cc(OC)c1OC
→ 2.5, -6.9
CC(=O)N1CC(C)=C(C#N)C1O (stereo not drawn)
→ ., -63.2
OCC1OC(Nc2ccc(Cl)cc2)CC1O (stereo not drawn)
→ -1.9, .
CCOc1ccccc1CNC(=O)CCc1cn(C)c2ccccc12
→ 15.0, -12.6
COc1ccc(CNCCC2(c3ccc(F)cc3)CCOC(C)(C)C2)cc1OC (stereo not drawn)
→ 35.0, -3.6
c1ccc(-n2cnnc2C2CCN(CC3CCCO3)CC2)cc1 (stereo not drawn)
→ 3.9, -1.6
CC(C)C(=O)NCCc1csc(C2CCN(C(=O)c3ccsc3)CC2)n1
→ -4.1, -2.8
Cc1ccc(S(=O)(=O)NCCNC(=O)c2ccc(NC(=O)C3CCCC3)cc2)c(C)c1
→ -16.3, -3.5
CCC1CN(C(=O)Nc2ccc(C)c(C)c2)c2ccccc2O1 (stereo not drawn)
→ -2.4, 7.1
O=C(NCCc1ccccc1)c1ccccc1CN1C(=O)c2ccccc2C1=O
→ 1.1, -7.6
O=C1CSC(c2cccc([N+](=O)[O-])c2)N1c1ccc(F)cc1 (stereo not drawn)
→ -1.0, -2.4
CN1C(=O)N(C)C(O)(c2ccccc2)C1(O)c1ccccc1 (stereo not drawn)
→ 0.0, -4.0
c1ccc2c(c1)ccc1nnc(-c3c[nH]c4ccccc34)n12
→ 40.9, .
Cc1ccc(NC2=CC(=O)CC(C)(C)C2)cc1C
→ 0.8, -0.6
CC(=O)N1CCc2sc(S(=O)(=O)Nc3ccc(F)c(Cl)c3)cc2C1
→ 2.9, -3.2
CCOc1ccc(N(CC(=O)Nc2ccc(C(N)=O)cc2)S(=O)(=O)c2ccc(C)cc2)cc1
→ -1.4, 4.6
COc1ccc(C/C(N)=N/OC(=O)c2cccs2)cc1OC
→ i, -0.5
CCCn1ncc(N2CCC(C(=O)NCCC(C)C)CC2)cc1=O
→ -1.7, -6.2
COc1cc(OC)c(NC(=O)N2CCCC2c2cc(C)on2)cc1Cl (stereo not drawn)
→ -3.4, -6.2
Cc1ccc(CNC(=O)c2ccc(-c3ccnc(N4CCCC4)n3)cc2)cc1
→ -4.2, -11.4
CCC(C)NCC(O)COc1ccccc1OC (stereo not drawn)
→ -7.1, -7.2
Fc1cccc(CN2CCCCC2c2nc(-c3cccnc3)no2)c1 (stereo not drawn)
→ 18.4, 0.6
Cc1ccc(CS(=O)(=O)CCC(=O)NCc2cccnc2)cc1
→ -6.0, -20.6
COc1ccc(C2C(C#N)=C(SC)NC3=C2C(=O)CC(C)(C)C3)cc1 (stereo not drawn)
→ -5.4, -4.1
COCCCNC(=O)C=CC(=O)O
→ -2.0, -4.8
CCc1nnc(NC(=O)C(CC(C)C)N2C(=O)c3ccccc3C2=O)s1 (stereo not drawn)
→ 21.4, 1.1
CCOc1ccc2c(c1)OC(=Cc1ccc(OCC(=O)OC)cc1)C2=O
→ 5.6, -4.0
CC(=O)c1cccc(S(=O)(=O)NCC2(c3ccc(F)cc3)CC2)c1
→ -23.2, 2.9
Cc1ccc(C(=O)Nc2ccc(S(=O)(=O)Nc3cc(C)on3)cc2)cc1
→ 5.6, -6.3
CC(C)c1cccc(C(C)C)c1NC(=O)COc1ccccc1[N+](=O)[O-]
→ 2.6, -3.2
COC(=O)CCN1C(=O)C(=Cc2ccc(O)c(OC)c2)SC1=S
→ 21.3, -17.5
CC(C)NC(=O)c1ccc(OCC2CCCN(C(=O)c3cccc(F)c3)C2)cc1 (stereo not drawn)
→ 15.2, -1.7
O=C(Cn1cncc1-c1ccc([N+](=O)[O-])cc1)N1CCOCC1
→ 2.8, 0.2
O=C(c1ccc(=O)n(Cc2ccc(F)cc2)n1)N1CCc2ccccc2C1
→ 13.6, -20.3
O=C(CCC1CCCC1)NC1CC(O)C(CO)C1 (stereo not drawn)
→ 0.8, 1.1
O=S(=O)(c1cnc[nH]1)N1CCc2[nH]nc(-c3ccc(F)cc3)c2C1
→ 4.7, 0.2
O=S1(=O)c2ccc(Br)cc2OC[C@@H](Cc2ccccc2)N1Cc1cn(CC2CCCCC2)nn1
→ -2.5, -3.1
O=C1CC(=C2C(=O)c3ccccc3C2=O)c2ccccc21
→ 86.3*, .
CCCNc1cc(N2CCCC(CCC(=O)N3CCN(c4ncccn4)CC3)C2)ncn1 (stereo not drawn)
→ -8.8, -6.7
COc1ccc(N2C(=O)CC(N3CCOCC3)C2=O)cc1 (stereo not drawn)
→ -4.3, 8.7
COc1cc(C=Nc2sc3c(c2C#N)CCCC3)ccc1O
→ 28.0, 1.7
CC(C)(C)[C@@H]1CCC(=O)N(CC[C@H](Sc2ccccc2)c2ccccc2)CC1
→ -6.3, -1.0
Cc1cccc(NC(=O)NCC(O)Cc2ccccc2)c1 (stereo not drawn)
→ -11.1, -2.9
Cc1ccc(C2(CCNCCN3CCOCC3)CCOC(C)(C)C2)cc1 (stereo not drawn)
→ 2.0, -5.5
Cc1oc(C2CCN(C(=O)C(C)C)CC2)nc1C(=O)N1CCOCC1
→ -3.7, 1.0
C=CCNC(=O)CN(c1ccc(OC)c(Cl)c1)S(=O)(=O)c1ccc(C)cc1
→ -2.9, 1.1
CCOC(=O)N1CCN(c2cc(N3CCN(C)CC3)c(F)cc2[N+](=O)[O-])CC1
→ 8.4, -14.5
CC(C)C1N=C(N)C(=C(C#N)C#N)N1 (stereo not drawn)
→ 6.8, .
O=C(CN1CCCCC1c1nc(-c2cccc(F)c2)no1)Nc1ccc(F)cc1 (stereo not drawn)
→ -6.9, -8.6
COc1ccc(-c2csc(-n3[nH]c(C)c(C(c4ccccc4)C(C#N)C(N)=O)c3=O)n2)cc1 (stereo not drawn)
→ 24.7, 1.5
O=S(=O)(Nc1c(F)cccc1F)c1ccc(Cl)c(Cl)c1
→ ., -7.7
CCOc1ccccc1NC(=O)N1CCCC1c1nc(-c2ccccc2OC)no1 (stereo not drawn)
→ -0.1, -0.3
CCN1CCn2cc(C(=O)N3CCN(c4cc(C)ccc4C)CC3)nc2C1
→ 15.8, -1.7
COc1ccc(N2CCN(CCCNC(=O)C3CC(=O)N(C4CCCC4)C3)CC2)cc1 (stereo not drawn)
→ 28.8, -1.9
COc1ccccc1C1=NOC(C(=O)NCCCn2ccnc2)C1 (stereo not drawn)
→ -6.1, -7.1
Cc1ccc(S(=O)(=O)NCCSc2nnnn2-c2ccccc2)cc1
→ -4.4, -6.8

The results go on:
Value order – mHTT-CaM PPI inh, Pf apPOL block
CCOc1ccc(N2CC(C(=O)NCc3ccccc3OC)CC2=O)cc1 (stereo not drawn)
→ -3.0, 0.0
CC1CN=C2C=C(N3CCN(C(=O)c4ccsc4)CC3)N=CN21 (stereo not drawn)
→ -6.8, -2.1
COc1cc(C=C2Oc3cc(OCC(=O)OC(C)C)cc(C)c3C2=O)cc(OC)c1OC
→ -1.4&11.8, -4.8&1.4
O=C(c1ccc(F)cc1)N1CCCN(c2cc(-c3ccccc3)[nH]n2)CC1
→ 10.2, -7.2
O=C(Nc1ccc2oc(-c3ccccc3)nc2c1)c1cncc(Br)c1
→ -2.5, -23.7
O=C(CCCCCCCCC(=O)N/N=C/c1ccc([N+](=O)[O-])o1)N/N=C/c1ccc([N+](=O)[O-])o1
→ i, .
O=[N+]([O-])c1cc([N+](=O)[O-])c2cccnc2c1Nc1ccc(N2CCOCC2)cc1
→ 56.0*, -1.6
Cc1cc(C(=O)Nc2ccc(F)cc2)nc2ccnn12
→ -13.5, 1.4
CNc1nnc(-c2cc3cc(OC)ccc3oc2=O)s1
→ 33.0, -7.8
Cc1ccc(C(=O)NCc2ccncc2)cc1Cl
→ -8.1, -10.5
Cc1cccc(-n2nc(C)c3sc(N4CCC(NC(=O)c5ccco5)CC4)nc32)c1
→ 3.3, -4.7
O=C(C1COc2ccccc2O1)N(Cc1ccccn1)Cc1ccco1 (stereo not drawn)
→ -12.1, -3.5
COc1ccc(C(=O)C=Cc2ccc(OC)c(OC)c2)c(OC(=O)c2ccco2)c1
→ 36.3, -8.3
CCc1nnc(NC(=O)c2c(OC)cccc2OC)s1
→ 1.4, 2.6
CN1c2cc(C(=O)N3CCN(c4cccc(Cl)c4)CC3)ccc2C(=O)N2CCCCC21 (stereo not drawn)
→ 97.0*, 2.7
N=C1NC(=O)/C(=C\c2cc(Br)ccc2O)S1
→ 11.0, -3.6
CCN(CC)C(=O)N1c2ccccc2CCc2ccccc21
→ -8.8, 0.0
Cc1ccc(C(=O)N2CCCC(c3nc(-c4ccccc4)n[nH]3)C2)s1 (stereo not drawn)
→ 10.8, 10.7
O=C(c1ccc(F)cc1)N1CC(C(=O)N2CCCC2)C(c2ccc(F)cc2)C1 (stereo not drawn)
→ 6.0, -2.4
C=CCC1c2cccc(C(=O)O)c2C(=O)N1c1ccc(Cl)cc1 (stereo not drawn)
→ -2.0, -2.6
NCCOCc1ccccc1Cl
→ -11.6, -6.1
Cc1ccc(-c2nnc(SC(C(=O)c3ccccc3)c3ccccc3)o2)cc1 (stereo not drawn)
→ -0.6, -2.5
CN1C(=O)S/C(=C/c2ccc(Oc3ccc([N+](=O)[O-])cc3[N+](=O)[O-])cc2)C1=O
→ 5.0, -2.9
O=C(NC1CCCCCC1)C1CCCN(C(=O)c2ccc(Cl)cc2)C1 (stereo not drawn)
→ 28.4, 2.2
CC(=O)c1cccc(NC(=O)CN(C)S(=O)(=O)c2ccc3[nH]c4c(c3c2)CCCC4)c1
→ 27.7, -2.4
N#CC1=C(N2CCCCC2)c2cc3c(n2C1=O)CCCC3
→ 13.5, .
CCn1c(N2CCC(C(=O)N3CCN(c4ccc(F)cc4)CC3)CC2)cc(=O)n(C)c1=O
→ 70.5*, 3.7
O=C(Nc1ccc(F)cc1Cl)C1c2ccccc2C(=O)N2CCc3ccccc3C12 (stereo not drawn)
→ 23.0, 1.2
O=C(c1ccc(OCC2CCN(C(=O)C3CCCC3)CC2)cc1)N1CCCCC1
→ 7.0, -0.2
Cn1c(=N)n(CC(O)COc2ccccc2)c2ccccc21 (stereo not drawn)
→ -1.0&-6.6, -7.1&-0.4
COc1ccc(/C=C(/NC(=O)c2cccs2)C(=O)NCc2ccco2)cc1OC
→ 1.8, -2.5
COc1ccccc1NC(=O)CN(c1ccc(Cl)cc1)S(C)(=O)=O
→ -2.1, 4.1
Cc1ccccc1-n1nc2c(c1NC(=O)/C=C/c1ccc3c(c1)OCO3)CS(=O)(=O)C2
→ 14.0, 1.1
N#CCCSc1sc2c(O)cc(=O)[nH]c2c1C#N
→ 7.3, .
CC(=O)c1ccc(S(C)(=O)=O)cc1
→ ., -14.5
COc1ccc(OC)c(-n2c(O)cnc2Nc2nc(C)cc(C)n2)c1
→ 6.0, 0.5
CCCn1c(=N)n(N)c2ccccc21
→ -2.3, -8.3
CCCNC(=O)N1CCn2cccc2C1CCC (stereo not drawn)
→ 12.5, -8.2
CC1(C)CC(=O)C(C(c2ccc(Cl)cc2)C2C(=O)CC(C)(C)CC2=O)C(=O)C1
→ 1.0, -5.0
CCC(C)NC(=O)CNC(=O)c1cn(-c2ccccc2OC)c(=O)c2ccccc12 (stereo not drawn)
→ -3.0, -2.0
Cc1nc(NC(N)=NS(=O)(=O)c2ccccc2)nc2ccccc12
→ 19.0, 6.5
CCCC(=O)N1CCC(c2cnn(-c3ccc(F)cc3)c2)CC1
→ -9.2, 0.4
Cc1ccc(Cn2cc(CN3CC(N4CCCC4)CS3(=O)=O)nn2)cc1 (stereo not drawn)
→ 1.1&-3.1, -7.0&-4.8
COc1cc(/C=C2/C(=O)N(c3ccccc3)N=C2C)cc(Br)c1OCc1ccccn1
→ 23.0, -14.6
CCc1ccc(S(=O)(=O)N=C2C=C(Nc3cccc(C(=O)O)c3)C(=O)c3ccccc32)cc1
→ 80.0*, -3.2
CSc1cccc(NC(N)=O)c1
→ ., -13.3
Nc1ncnc(NCc2ccc(F)cc2)c1[N+](=O)[O-]
→ 6.0, 3.6
c1ccc(C2CC(c3ccc4c(c3)OCO4)Nc3nnnn32)cc1 (stereo not drawn)
→ 9.9, -2.4
CC1(C)OC(=O)C(=C2CCCCCN2)C(=O)O1
→ -0.5, -0.4

Gathered by group: the compounds so far containing a furan ring, fused or not.
Value order – mHTT-CaM PPI inh, Pf apPOL block
c1cncc(-c2noc(COC3CCN(Cc4ccco4)CC3)n2)c1
→ -4.8, 0.7
O=C(CCCCCCCCC(=O)N/N=C/c1ccc([N+](=O)[O-])o1)N/N=C/c1ccc([N+](=O)[O-])o1
→ i, .
Cc1cccc(-n2nc(C)c3sc(N4CCC(NC(=O)c5ccco5)CC4)nc32)c1
→ 3.3, -4.7
O=C(C1COc2ccccc2O1)N(Cc1ccccn1)Cc1ccco1 (stereo not drawn)
→ -12.1, -3.5
COc1ccc(C(=O)C=Cc2ccc(OC)c(OC)c2)c(OC(=O)c2ccco2)c1
→ 36.3, -8.3
COc1ccc(/C=C(/NC(=O)c2cccs2)C(=O)NCc2ccco2)cc1OC
→ 1.8, -2.5
